GAA glycogen = alters human alpha-glucosidase cleavage of glycogen; P10253; recombinant GAA, glycogen substrate, Amplex Red glucose oxidase fluorescence; Potency, µM (doses to about 76.4 µM), for the others: top-dose activity change, negative = inhibition, usual class: inhibitors; actives 0.38% (n = 300,000); AID 2100;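 also: 0% = full enzyme reaction and -100% = no-enzyme basal signal; the screen sought inhibitors and activators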
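Natural-substrate format: glycogen cleavage by 4 nM human enzyme, glucose read by Amplex Red coupling (Ex 573, Em 610 nm). Normalized to enzyme and no-enzyme controls.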
GAA inh = alpha-glucosidase (human) inhibition; P10253; purified human GAA, 4-MU-alpha-glucoside fluorescence; Potency, µM (highest dose often 76.9 µM), for the others: at the highest dose activity change, negative = inhibition, most hits filed as inhibitors; actives 0.005% (n = 200,000); AID 1466;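 also: plate controls were uninhibited enzyme wells for no effect and no-enzyme background for full effect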
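Compounds are titrated up to 77 uM against 4 nM human enzyme. Substrate 4-methylumbelliferyl-alpha-D-pyranoside (400 uM) reacts 20 min at room temperature in pH 5.0 buffer; liberated 4-methylumbelliferone is read at 440 nm.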
aGlu spleen mod = lysosomal alpha-glucosidase (human) modulation | AID 2112 | P10253 | actives 0.006% (n = 240,000) | Potency, µM (doses to about 79.9 µM), for the others: top-dose activity change, negative = inhibition, actives largely listed as inhibitors | human spleen homogenate, 4-MU-alpha-glucoside fluorescence;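 also: 0% = enzyme with vehicle and -100% = no enzyme basal signal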
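Enzyme source: human spleen homogenate, 1 ug/well. Buffer 50 mM citric acid/K phosphate pH 5.0, 0.01% Tween-20. 4-MU-alpha-glucoside 1 mM; 37 C x 40 min; NaOH/glycine stop; fluorescence.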
GoLoco inh red = RGS12 GoLoco-Gai1 interaction inhibition | AID 880 | Gai1:RGS12 GoLoco peptide FP, rhodamine, 10 min | Potency, µM (top dose mostly 61.6 µM), for the others: at the highest dose activity, negative = inhibition, most hits filed as inhibitors | P63096 | actives 0.44% (n = 230,000); active = well fitted inhibition curve with a large enough effect, not every such curve was filed as active; inactive = no such curve, though single readings can be large or run the other way; also: nearly all actives have a fitted effect of over 30% in size; many of its hits are not listed in these tables
Target sequence (P63096 whole entry, looked up): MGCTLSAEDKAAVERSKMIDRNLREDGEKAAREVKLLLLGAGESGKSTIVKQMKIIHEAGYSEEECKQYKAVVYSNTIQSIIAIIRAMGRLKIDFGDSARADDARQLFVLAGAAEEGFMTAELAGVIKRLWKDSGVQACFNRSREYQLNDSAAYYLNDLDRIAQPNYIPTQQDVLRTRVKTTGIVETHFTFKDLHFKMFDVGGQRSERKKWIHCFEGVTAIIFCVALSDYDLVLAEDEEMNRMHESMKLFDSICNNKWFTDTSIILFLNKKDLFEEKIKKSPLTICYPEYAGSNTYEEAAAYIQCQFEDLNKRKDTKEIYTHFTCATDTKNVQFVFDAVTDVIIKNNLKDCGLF
RECQ1 inh = RECQ1 (human) helicase inhibition; P46063; RECQ1 DNA unwinding, red fluorescence kinetic read; Potency, µM (top dose mostly 57.3 µM), for inactives: top-dose activity, negative = inhibition, hits mostly inhibitors; actives 0.54% (n = 240,000); AID 2549;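 also: plate controls were vehicle for no effect and no enzyme for full effect; nearly all actives have a fitted effect of over 30% in size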
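RECQ1T1 50 nM; forked duplex (20 bp + 30-nt ss tails) 200 nM, ATP 2 mM final; pH 8.0, 2 mM MgCl2, 2.5 ug/ml poly(dI-dC); 15 min compound preincubation; discontinuous kinetic read over 2 h at RT.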
L3MBTL1 inh = inhibitors of human L3MBTL1. actives 0.66% (n = 230,000). Q9Y468. AlphaScreen L3MBTL1–H3K9me1 peptide binding. Potency, µM (titrated, usually from 57.1 µM), for inactives: top-dose activity, negative = inhibition, actives largely listed as inhibitors; also: nearly all actives have a fitted effect of over 60% in size
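Read-out is AlphaScreen signal from streptavidin donor and nickel chelate acceptor beads (10 ug/mL final each) bridging L3MBTL1 (50 nM) and biotinylated K9-monomethylated H3(1-15) peptide (75 nM), after 30 min compound exposure at room temperature.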
TRb SRC2 PPI = disrupts binding of human TR beta to SRC2 | P10828 | TRbeta-SRC2 peptide binding, fluorescence polarization; receptor liganded with 1 µM T3 | Potency, µM (titrated, usually from 106 µM), without a hit: at the highest dose activity change, negative = inhibition, hits mostly inhibitors | actives 0.065% (n = 280,000);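 also: plate controls were bound peptide for no effect and peptide without receptor for full effect; nearly all actives have a fitted effect of over 50% in size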
Target sequence (P10828 whole entry, looked up): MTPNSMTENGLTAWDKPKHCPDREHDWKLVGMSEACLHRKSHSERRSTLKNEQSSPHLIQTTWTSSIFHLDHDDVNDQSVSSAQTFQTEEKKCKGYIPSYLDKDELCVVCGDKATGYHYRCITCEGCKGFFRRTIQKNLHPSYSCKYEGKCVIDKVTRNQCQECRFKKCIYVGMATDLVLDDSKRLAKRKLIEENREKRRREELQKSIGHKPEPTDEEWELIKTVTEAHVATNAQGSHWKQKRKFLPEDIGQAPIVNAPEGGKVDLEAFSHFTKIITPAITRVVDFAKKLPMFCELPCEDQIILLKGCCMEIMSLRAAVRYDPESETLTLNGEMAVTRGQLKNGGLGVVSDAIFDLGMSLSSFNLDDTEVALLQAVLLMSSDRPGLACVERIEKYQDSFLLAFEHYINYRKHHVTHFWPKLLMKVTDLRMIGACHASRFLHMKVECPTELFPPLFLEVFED
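TRb LBD 0.6 uM + Texas Red SRC2 peptide 20 nM, 1 uM T3, Tris buffer w/ 5% DMSO; compound pinned, 5 h RT; FP read ex 555/em 632; normalized to unbound and bound controls.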
TexasRed fluor = Texas Red fluorescence interference in TRb-SRC2 counter-screen. Potency, µM (titrated, usually from 106 µM), for inactives: top-dose fluorescence change, negative = quenching. TRb/SRC2 Texas Red total fluorescence interference. actives 0.29% (n = 280,000); active = well fitted curve in either direction with a large enough effect; inconclusive = small, poorly fitted or top-dose-only effect
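Flags fluorescent or light-absorbing compounds by total fluorescence, S + 2P, at 555 nm excitation and 632 nm emission. Mixture: 20 nM Texas Red SRC2 peptide, 0.6 uM human TRb LBD, 1 uM T3, 5% DMSO; compound exposure 5 h at ambient temperature.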
Starred values were filed as active, the others as inactive; i = inactive; ? = inconclusive; / = no result given; & = joins results of further samples; [ ] = dose if it differs, or a comment. Unless noted, calls follow the shape of the dose curve; as a rule, active = well fitted curve in the direction sought with a large enough effect; inconclusive = small, poorly fitted or top-dose-only effect, or another doubt; inactive = no such curve, though single readings can be large; an effect the other way counts as inactive or inconclusive. Unless noted, % is scaled to controls: 0 for no effect and ±100 for the full control effect; potency is read from the fitted curve at half-maximal effect.

Fields: GAA glycogen, GAA inh, aGlu spleen mod, GoLoco inh red, RECQ1 inh, L3MBTL1 inh, TRb SRC2 PPI, TexasRed fluor
CC(=O)NC(O)C(=O)c1ccco1 (centres undefined)
    6.1%, -4.6%, -1.0%, 11.3%, 1.1%, -3.9%, 3.4%, -1.9%
Cc1ccc(-c2c(C)n([O-])c3c([n+]2=O)CCC3)cc1
    4.0%, 5.5%, -5.2%, 10.0%, -1.8%, -3.5%, -2.5%, 0.1%
N#Cc1cccc(-c2cncnc2-n2ccnc2)c1
    /, /, 9.0%, -18.6%, 2.1%, /, -3.2%, -5.1%
COCCNC(=O)C(=O)NCCN1CCNCC1
    9.3%, 11.8%, -5.1%, 4.4%, 21.8%, -0.6%, 8.4%, 0.9%
O=C(Nc1ccc(F)cc1F)c1csc(-c2ccncc2)n1
    -7.2%, 7.4%, 10.0%, 12.5%, i, 3.3%, -3.0%, -3.9%
CCOC(=O)C1=C(N)N(c2ccccc2Oc2ccccc2)C(=O)C1
    -3.7%, -3.4%, 0.7%, -5.2%, -3.0%, -4.8%, 1.8%, 2.3%
CCOC(=O)c1c(-c2ccc(C)o2)csc1NC(=S)NC(=O)c1ccccc1Br
    -9.1%, -6.4%, -11.5%, -2.8%, -6.1%, -5.2%, 7.5%, 0.1%
CC(=O)Nc1ccc(NC(=O)CSc2ccc(C(F)(F)F)cc2[N+](=O)[O-])cc1
    10.0%, 3.5%, -4.4%, -5.6%, -4.7%, -2.6%, -5.6%, ?
CCOc1[nH]n(-c2ccccc2)c(=O)c1C=Nc1ccc(Cl)cc1
    0.2%, 5.8%, 5.2%, 3.7%, 7.7%, 4.7%, -6.8%, -3.1%
CCCOn1nnnc1-c1ccccc1
    2.4%, 0.9%, 0.0%, 3.6%, 0.3%, 3.0%, 0.6%, -3.6%
COc1cc([N+](=O)[O-])ccc1NC(=O)CC(C)C
    -2.6%, -12.9%, -2.2%, 3.0%, i, 7.3%, -5.7%, -3.6%
CCc1cc(C(=O)N2CCc3c([nH]c4ccccc34)C2c2ccc(OC)cc2F)no1 (centres undefined)
    ?, 11.7%, -2.1%, -20.7%, -7.3%, -29.0%, 11.3%[53 µM], 1.2%[53 µM]
CC(=O)Nc1ccc(S(=O)(=O)N2CCN(Cc3ccccc3[N+](=O)[O-])CC2)cc1
    -17.2%, -11.3%, -5.9%, 0.5%, -6.5%, /, 3.2%, -1.9%
C=CCSc1nc(N)c2c(C)c(C)sc2n1
    -1.6%, 2.0%, 3.7%, -2.3%, -1.7%, 9.0%, 3.3%, 1.8%
Cc1cccc(Nc2nc3c(c(=O)n(C)c(=O)n3C)n2Cc2ccccc2)c1
    -2.5%, ?, 4.1%, -2.3%, -3.8%, -3.9%, -20.4%, 0.5%
COc1cc(/C=N/NC(=O)c2cc(-c3ccccc3)sc2N)cc(OC)c1OC
    ?, /, -4.5%, 8.7%, -17.6%, /, 4.3%, -8.3%
COc1ccc(OC)c(C(=O)c2coc3ccc(OC(C)=O)cc23)c1
    -12.8%, -3.6%, 12.7%, 10.9%, -2.2%, -1.5%, -0.9%, -7.9%
Cc1cc(C)cc(NC(=O)c2ccc3nc[nH]c3c2)c1
    -4.1%, 1.4%, 8.8%, -4.7%, i, 6.1%, 5.2%, 1.8%
O=C(CSc1nnnn1-c1ccc2c(c1)OCO2)NCc1cccs1
    9.1%, -4.9%, -1.1%, 8.7%, -16.5%, -0.6%, ?, 2.2%
CC1=NNC(=O)/C1=C\c1cn(-c2ccccc2)nc1-c1ccc(F)cc1
    0.0%, 3.5%, -2.2%, 5.2%, 23.1%, -16.7%, 3.4%, -1.1%
O=C(NCCc1ccccc1)C1CCN(S(=O)(=O)c2ccc(Br)s2)CC1
    0.8%, -6.2%, -4.5%, 3.8%, 5.7%, 4.1%, 6.1%, 1.5%
CC(C)(C)NC(=O)C1CCC(CNc2c(N3CCCCC3)c(=O)c2=O)CC1 (centres undefined)
    -4.1%, /, -7.9%, 3.4%, -3.2%, /, 1.7%, -1.5%
c1ccc(-c2csc3ncnc(NCC4COc5ccccc5O4)c23)cc1 (centres undefined)
    0.1%, 3.6%, 0.2%, 16.9%, -15.5%, 8.9%, 0.2%, -1.1%
CCOC(=O)N1CCC(n2c(SCC(=O)NCCc3ccc(S(N)(=O)=O)cc3)nc3ccccc3c2=O)CC1
    1.9%, 2.0%, -1.0%, 9.1%, -8.1%, /, -2.0%, 1.2%
NC(=O)NNc1ccccc1
    /, /, -0.3%, 10.6%, i, /, 0.1%&-2.7%, -14.2%&0.9%
COc1ccc(NC(=O)COC(=O)c2cnccn2)cc1Cl
    2.6%, -1.9%, -20.7%, 6.9%, -6.6%, 6.4%, -0.9%, -2.7%
COc1ccc(-c2c(C)n([O-])c(C)c(C)[n+]2=O)cc1
    -9.3%, -3.1%, 2.6%, 4.3%, -2.1%, /, -3.3%, -0.6%
COc1ccc(Oc2cnn(-c3ccccc3)c(=O)c2Br)cc1
    13.1%, 4.6%, -1.8%, -13.1%, i, 3.9%, -1.8%, 2.0%
O=C(O)c1cccnc1Oc1ccccc1
    -19.4%, -4.6%, 2.1%, -6.4%, -0.5%, 5.9%, -10.6%, 1.8%
Cc1cc(Br)cn2cc(C(=O)O)nc12
    -6.6%, -3.2%, /, -0.6%, -2.1%, 8.2%, -2.4%, 0.6%
COc1ccc(OCC(=O)Nn2c(-c3cccc(OC)c3)nc3ccccc3c2=O)cc1
    3.2%, -9.0%, -7.4%, 4.6%, 4.0%, 4.8%, -0.3%, 1.4%
O=c1cc(N2CCc3ccccc32)[nH]c(=O)n1-c1ccccc1
    -8.2%, -3.0%, -2.2%, -10.3%, 3.3%, 13.4%[11.4 µM], 16.1%, -1.7%
Cc1ccc(-n2c(CCc3ccccc3)nnc2SCC(=O)NCc2ccccc2)cc1C
    -8.3%, -12.6%, -8.5%, -17.2%, -7.0%, /, 6.5%, 1.1%
COc1ccc(OC)c(NC(=O)c2ccc(CSc3ncccn3)cc2)c1
    -10.5%, 5.2%, -1.6%, 1.3%, -17.0%, -7.5%, 0.2%, -5.8%
C/C(=N\NC(=O)COc1ccc(C#N)cc1)c1ccccc1OC(F)F
    -8.1%, -3.7%, 2.4%, 7.0%, -1.2%, 8.7%, -2.9%, 8.4%
CN(C)S(=O)(=O)c1ccc(C(=O)Nc2ccc(F)cc2F)cc1
    -0.4%, -5.9%, 10.0%, 3.1%, -5.4%, 3.5%, -1.9%, -6.4%
O=C(Nc1nccs1)c1cc2c(s1)-c1ccccc1OC2
    4.0%, -3.5%, -0.3%, -4.7%, -10.2%, /, -2.7%, 2.4%
O=C(COC(=O)c1ccc(Cl)c(S(=O)(=O)N2CCCCCC2)c1)Nc1ccccc1
    -4.3%, -5.9%, 3.8%, 0.2%, 4.2%, 14.8%, -13.2%, -4.5%
CC(=O)OC[C@@H]1O[C@H](C/C=N\OCC[C@H]2C=C[C@H](OC(C)=O)[C@@H](COC(C)=O)O2)C=C[C@@H]1OC(C)=O
    /, /, 3.9%[17.4 µM], /, 4.9%[11.5 µM], /, -1.2%[11.2 µM], -0.7%[11.2 µM]
O=C(NCCc1ccncc1)C12CC3CC(CC(C3)C1)C2
    -0.3%, 3.9%, -2.6%, 0.3%, -13.0%, /, 1.8%, -0.8%
O=C(Nc1ccc(Br)cn1)c1cccc(-c2cc3ccccc3oc2=O)c1
    15.1%, 11.7%, 4.2%, -16.1%, -12.3%, -8.3%, 6.9%, -0.6%
Cc1cc(OCC(=O)Nc2ccc3oc(-c4ccncc4)nc3c2)ccc1Cl
    6.3%, -1.6%, 4.9%, 3.0%, -2.3%, /, 4.4%, 0.3%
CC(C)OC(=O)CSc1nnc(CNc2nc(-c3ccccc3)cs2)n1C
    -7.7%, 0.4%, 5.6%, 4.7%, -5.5%, -3.7%, 3.0%, 0.1%
Cc1ccc(-n2cc(CN(C)Cc3nccn3C)c(-c3ccc(F)cc3)n2)cc1
    -18.1%, ?, 1.7%, 0.3%, -1.4%, -9.0%, -0.2%, -7.3%

Screening results: PubChem BioAssay, National Center for Advancing Translational Sciences (NCATS)

This is a subset. The share of hits here may be higher or lower than overall.
